# TDP1 inh: TDP1 (human) enzyme inhibition | Q9NUW8 | recombinant TDP1, AlphaScreen DNA substrate cleavage | Potency, µM (titrated, usually from 130 µM), without a hit: top-dose activity change, negative = inhibition, usual class: inhibitors | 350,000 compounds, 0.28% hits | AID 485290; note: nearly all actives have a fitted effect of over 40% in size
# Target sequence (Q9NUW8 whole entry, looked up): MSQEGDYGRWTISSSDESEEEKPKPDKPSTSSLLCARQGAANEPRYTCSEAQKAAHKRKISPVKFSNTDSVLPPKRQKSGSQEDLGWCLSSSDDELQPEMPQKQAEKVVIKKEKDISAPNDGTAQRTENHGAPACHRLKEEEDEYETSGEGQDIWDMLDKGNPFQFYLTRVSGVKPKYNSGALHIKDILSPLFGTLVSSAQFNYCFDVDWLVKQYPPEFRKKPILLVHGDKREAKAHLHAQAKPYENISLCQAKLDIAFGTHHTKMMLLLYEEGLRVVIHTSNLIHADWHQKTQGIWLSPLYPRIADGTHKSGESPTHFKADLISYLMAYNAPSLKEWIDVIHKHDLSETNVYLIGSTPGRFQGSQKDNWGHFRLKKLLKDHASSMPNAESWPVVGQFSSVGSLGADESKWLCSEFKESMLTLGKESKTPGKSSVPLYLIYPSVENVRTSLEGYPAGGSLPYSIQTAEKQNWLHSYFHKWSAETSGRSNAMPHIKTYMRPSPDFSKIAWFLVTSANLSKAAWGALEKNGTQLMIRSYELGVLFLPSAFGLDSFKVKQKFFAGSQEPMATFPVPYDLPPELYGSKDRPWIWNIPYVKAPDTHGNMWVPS
#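 AlphaScreen read-out: signal falls as enzyme removes the 3' tyrosine-FITC from a 5'-biotinylated DNA oligo (15 nM, 5 min, RT). Enzyme was E. coli-made recombinant Tdp1 at 1 nM, exposed to compound for 15 min beforehand; beads 10 ug/ml, 10 min.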
# DT40 TDP1 CPT: DT40-hTDP1 cell growth loss with CPT; AID 686979; Potency, µM (series often up to 46.2 µM), without a hit: at the top dose activity change, negative = growth inhibition, usual class: inhibitors; chicken DT40 Tdp1-/-;hTDP1 cells + 20 nM CPT, ATP luminescence, 48 h; 420,000 compounds, 12% hits; note: nearly all actives have a fitted effect of over 55% in size
#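 Cell growth measured by CellTiter-Glo luminescence after a minimum 48 h, 37 C compound exposure with 20 nM CPT in Tdp1-knockout DT40 cells stably expressing hTDP1, seeded 400/well; qHTS titration format.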
# TDP1 cell noCPT: qHTS for Inhibitors of human tyrosyl-DNA phosphodiesterase 1 (TDP1): qHTS in cells in absence of CPT; DT40 Tdp1-/- hTDP1 cells, no CPT, ATP luminescence, 48 h; 420,000 compounds, 15% hits; Potency, µM (series often up to 46.2 µM), inactives show top-dose activity change, negative = growth inhibition, usual class: inhibitors; note: nearly all actives have a fitted effect of over 55% in size
#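 A cellular qHTS used chicken DT40 cells lacking endogenous Tdp1 but carrying stably transfected human TDP1. Compounds were applied without camptothecin, and cell growth kinetics were judged by ATP-dependent luminescence after ≥48 hr.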
# An asterisk follows results filed as active; ? = inconclusive; . = not tested or not shown; [ ] = another dose, or the depositor's remark. Calls come from the whole dose curve; as a rule, active = well fitted curve in the direction sought with a large enough effect; inconclusive = small, poorly fitted or top-dose-only effect, or another doubt; inactive = no such curve, though single readings can be large; an effect the other way counts as inactive or inconclusive. % is set by controls: 0 for no effect and ±100 for the full control effect; potency is the fitted concentration of half-maximal effect.
# Each structure is followed by: TDP1 inh | DT40 TDP1 CPT | TDP1 cell noCPT
O=C(Nc1ccc(C(=O)Oc2ccccc2)c(O)c1)c1ccccc1
    0% | 0% | -31%
Cc1ccccc1Oc1ccc2c(c1)[C@@H]1C[C@H](N(C)C(=O)NC3CCCCC3)[C@H]([C@H](C)O)C(=O)N1CC2
    . | ? | ?
CC(C)C(=O)Nc1ccc(C(=O)Nc2ccc(Br)cc2F)cc1
    1% | ? | -11%
CC(=O)Nc1ccc(Oc2cc(C#N)c(C#N)cc2N2CCCCCC2)cc1
    -2%[56.1 µM] | -28% | -23%
CCCCOC(C)n1cc(F)c(=O)[nH]c1=O (centres undefined)
    -5% | -3% | -17%
Cc1ccc(C(=O)COC(=O)c2cccc([N+](=O)[O-])c2)s1
    3% | 5% | 10%
FC(F)(F)c1ccc2c(c1)ncc1c(-c3ccccc3)nn(-c3ccccc3)c12
    2% | 0% | 1%
Cc1c(C(=O)NCCc2ccc3c(c2)OCCO3)oc2ccccc12
    5% | 2% | 5%
CCCC(=O)Nc1ccc(S(=O)(=O)Nc2cc(OC)ncn2)cc1
    4% | -1% | 14%
CCS(=O)(=O)Nc1ccc(C2=NN(C(C)=O)C(c3cccs3)C2)cc1 (centres undefined)
    3% | 4.1µM* | 5.8µM*
CCOC(=O)C1CCCN(C(=O)COc2ccc(C(C)(C)C)cc2)CC1 (centres undefined)
    . | 21µM* | 15µM*
CC1CN(C(=O)c2cccs2)CC(C)O1 (centres undefined)
    2% | 4% | 13%
Nc1c(C(=O)N2CCCCCC2)oc2ccccc12
    6% | -23% | ?
CCOC(=O)C1(Cc2ccc(OC)cc2)CCN(C(=O)c2cc(C)on2)CC1
    2% | -26% | ?
O=C(Nc1ccc(C(=O)OCc2cc(=O)n3nc(C4CC4)sc3n2)cc1)c1cccc(Cl)c1
    -4% | -1% | -4%
COc1cccc(C(=O)c2c(C)c(CCC#N)n3ccccc23)c1OC
    5% | 0% | -10%
COc1ccc(S(=O)(=O)Nc2ccc3oc(C)c(C(=O)O)c3c2)cc1
    1% | 4% | -1%
COc1cccc(C=NC=Nc2cccc(OC)c2)c1
    . | 0% | -22%
Cc1ccc(CCNC(=O)c2cc3c(=O)n(C)c4ccccc4c3n2C)cc1
    3% | ? | ?
Cc1ccc(NS(=O)(=O)c2cccc(C(=O)Nc3cc(C)on3)c2)cc1
    1% | ? | ?
CN1CCCC(OC(=O)c2cc(Cl)cc(Cl)c2)C1 (centres undefined)
    -2% | -1% | -11%
CCc1nn(CC(=O)Nc2ccc(N(CC)CC)cc2C)c(=O)c2cc3sccc3n12
    -5% | ? | ?
COCCNc1nnc(SCC(=O)c2ccc3c(c2)OCO3)s1
    8% | -9% | -17%
COc1ccc(NC(=O)CCN2C(=O)C3CC=CCC3C2=O)cc1S(=O)(=O)N1CCCCC1 (centres undefined)
    1% | -15% | -29%
Cc1ccc2nc(N(Cc3cccnc3)C(=O)C3COc4ccccc4O3)sc2c1 (centres undefined)
    3% | -5% | -12%
Cc1ccc(NC(=O)CSc2n[nH]c(C)c2[N+](=O)[O-])cc1C
    1% | -7% | 1%
CCOC(=O)Cn1nnnc1CN(Cc1ccc(OC)cc1)Cc1cc2cc(CC)ccc2[nH]c1=O
    2% | 15µM* | ?
CCc1c(C)c(C#N)c2nc3ccccc3n2c1NCCCN(C)C
    . | 23% | 0%
O=C(/C=C/c1ccccc1)NC(=O)c1ccccc1O
    ? | ? | ?
CC(=O)Nc1ccc(S(=O)(=O)n2cnc3ccccc32)cc1
    2% | -19% | -4%
CC1(C)O[C@@H]2[C@H](O1)[C@@H](COS(=O)(=O)O)O[C@H]2n1c(=S)[nH]c2c(=O)[nH]c(N)nc21
    2% | 2% | -7%
Nc1ccc(C(=O)N/N=C/c2cn(Cc3ccc(F)cc3)c3ccccc23)cc1
    7%[56.1 µM] | -26% | -10%
COC(=O)N1CCC2(CCCN(Cc3ccc(C#N)cc3)C2)CC1
    . | -9% | ?
Cc1cccc(NC(=O)CSc2nc(COc3ccccc3)nc3ccccc23)c1C
    -1% | ? | ?
COc1ccc(C(C)=O)cc1CSCc1cc(C(C)=O)ccc1OC
    . | 6% | ?
CN(C)C(CNC(C(=O)Nc1ccc(F)cc1)c1ccccc1)c1ccccc1 (centres undefined)
    . | -20% | ?
Cc1cc(C)nc(N/C(=N\S(=O)(=O)Cc2ccccc2)Nc2ccccc2Br)n1
    5% | 21µM* | 21µM*
CCOC(=O)c1cc(-c2cccs2)nc2c1c(C)nn2-c1ccccn1
    -1% | 15µM* | 15µM*
C=CCn1c(SCC(=O)Nc2cc(C)on2)nc2sc(C)c(C)c2c1=O
    4% | ? | 6.5µM*
CCc1nc2cccnc2n1-c1ccc(CC(=O)Nc2ccccc2Cl)cc1
    8% | ? | ?
COc1ccc(S(=O)(=O)N2CCOC2CNC(=O)C(=O)NCCCN2CCOCC2)cc1C (centres undefined)
    0% | -28% | 12%
C#CCSc1nnnn1-c1cccc(Cl)c1
    3% | -1% | -2%
CCCc1cc(=O)[nH]c(SCC(=O)N2CCN(S(=O)(=O)c3ccc(C)cc3)C2)n1
    5% | 2% | -16%
O=c1[nH]c(SCc2ccc(F)cc2)nc2c1cnn2-c1ccc(F)cc1
    -3% | -6% | -28%
O=c1c(=O)n(O)c2ccccc2n1O
    -3% | 1% | 0%
COc1ccc(OC)c(C=C2CCc3ccccc3C2=O)c1
    . | 21µM* | ?
CCN1CCN(C(=O)c2cnn(-c3ccc(F)cc3F)c2C2CCN(C(=O)OC(C)(C)C)CC2)CC1
    -4% | -2% | -2%
O=C(NCc1ccc(F)cc1)C1CCN(S(=O)(=O)N2CCCC2)CC1
    2% | ? | 16µM*
CCCC(=O)C1=C(SCC)CC(C)(C)C(C(=O)OC)C1=O (centres undefined)
    -3% | -3% | -1%
S=c1[nH]nc(C2CCCCC2)n1/N=C/c1ccccc1Cl
    . | -3% | ?
CCOC(=O)c1cc(-c2ccccc2)n(CC(=O)Nc2cccc(OC)c2)c1C
    0% | ? | 5.8µM*
Cc1ccccc1-c1nc(-c2ccc(NC(=O)c3ccc(Br)o3)cc2)no1
    8% | 16µM* | ?
O=C(CSc1ncc(-c2ccc(F)cc2)[nH]1)Nc1cccc(O)c1
    2% | ? | ?
CCOC(=O)c1c(-c2ccccc2)c[nH]c1C
    . | -3% | ?
Cc1cccc(NC(=O)c2cccc(C(F)(F)F)c2)c1
    5% | -9% | -24%
C[C@@H]1CN([C@@H](C)CO)C(=O)c2cc(Br)cnc2O[C@@H]1CN(C)C(=O)Nc1ccc(F)cc1
    . | -16% | ?
O=C(O)C(Cc1ccc(O)cc1)N1C(=O)C2CCCCC2C1=O (centres undefined)
    5% | -9% | 21%
Cn1cc(S(=O)(=O)N2CCCCC2)cc1C(=O)NCc1ccc(Cl)cc1
    -7% | 18µM* | ?
Cc1ccc(N2CC(C(=O)N/N=C/c3cccc([N+](=O)[O-])c3)CC2=O)cc1 (centres undefined)
    6% | ? | ?
O=S(=O)(c1ccc(-c2nnc(SCc3nnc(-c4ccccc4)o3)o2)cc1)N1CCCC1
    3% | ? | -25%

# (cont.)
# Each structure is followed by: TDP1 inh | DT40 TDP1 CPT | TDP1 cell noCPT
O=C(COC(=O)C1(c2ccccc2F)CCCC1)NC1CCS(=O)(=O)C1 (centres undefined)
    2% | 4% | -13%
Cc1n[nH]c(=S)n(NC(=O)/C=C/C(=O)Nn2c(=S)[nH]nc(C)c2=O)c1=O
    ? | -7% | -12%
COc1ccc(CCC(=O)Nc2ccc(Cn3ccnc3)cc2)cc1
    . | 2% | 9%
CCCc1cc(=O)[nH]c(SCC(=O)N2CCN(S(=O)(=O)c3ccccc3)CC2)n1
    4% | -3% | ?
COc1ccc2oc(-c3ccc(C)c(NC(=O)c4ccc(N5CCOCC5)c([N+](=O)[O-])c4)c3)nc2c1
    0% | -19% | ?
COc1ccc(CCN2C(=O)N(c3ccc(F)cc3)C(=O)C2CC(=O)Nc2ccc(F)c(F)c2)cc1 (centres undefined)
    1% | 12µM* | 21µM*
Cc1ccc(-c2noc(C3CC(=O)N(c4ccc5c(c4)OCCO5)C3)n2)cc1 (centres undefined)
    3% | -9% | -5%
Cc1cc(OCCCn2ccnc2)cc(C)c1Cl
    4% | -29% | ?
C/C(=N\NC(=O)c1cc(-c2ccc(C)s2)nc2ccccc12)c1cccnc1
    3% | 12µM* | ?
NC(=O)C1CCN(C(=O)CCNS(=O)(=O)c2cc(Br)cnc2N)CC1
    3% | -14% | 2%
CC1=C(c2ccc(F)cc2)S(=O)(=O)N=C1N1CCC(C(=O)NCCc2cccc(C)c2)CC1
    6% | ? | ?
C=CCSc1nnc(NC(=O)c2ccc(NC(C)=O)cc2)s1
    0% | -17% | 0%
CC1(C)CC(=O)C/C(=N/NC(=O)COc2ccc3ccccc3c2Br)C1
    5% | ? | ?
Cc1cc2c(s1)c1cnn(CC(=O)NCCc3ccccc3)c(=O)c1n2C
    0% | 12% | -16%
CC(=O)c1cccc(NC(=O)NCc2ccco2)c1
    4% | 1% | -17%
Cc1nnn(C23CC4CC(CC(C4)C2)C3)n1
    -3% | -10% | -21%
CC(=O)NCC1CCCN(Cc2cn(-c3ccccc3F)nc2-c2cc(C)sc2C)C1 (centres undefined)
    3% | ? | -23%
COc1ccc(-n2c(Cc3cccn3C)nnc2SCC(=O)Nc2ccc(C(C)=O)cc2)cc1
    10% | 5% | -8%
CCOC(=O)C1(Cc2cccc(F)c2)CCN(Cc2ccon2)CC1
    . | 4% | ?
COC(=O)c1ccc(C(=O)Nc2ccc(F)cc2)cc1
    -3% | 10µM* | 8.2µM*
O=C(CSc1nc(O)c(C2CCCCC2)c(=O)[nH]1)NCC1CCCO1 (centres undefined)
    9% | -39% | -14%
O=C(Nc1ccon1)c1ccc(N2CCCCC2)c([N+](=O)[O-])c1
    -1% | ? | ?
CN(CC1CCCO1)S(=O)(=O)c1ccc(C(=O)Nc2ccc3c(c2)OCO3)cc1 (centres undefined)
    0% | ? | ?
COc1ccc(CCN=c2c([N+](=O)[O-])nn(-c3cccc(C)c3)n2O)cc1OC
    5% | 10µM* | ?
COc1ccccc1N1CCN(C(=O)C2CCN(S(=O)(=O)c3cccc4nonc34)CC2)CC1
    2% | ? | ?
CC(C)c1nn2c(=O)cc(COC(=O)c3ccccc3NC(=O)c3cccs3)nc2s1
    -1% | 7.3µM* | 7.3µM*
CCCN1CCN(CCCNC(=O)c2ccc3c(c2)NC(=O)c2ccccc2S3)CC1
    1% | -15% | -17%
COc1ccc(N(C)S(=O)(=O)c2cccc(C(=O)NC3CCCCC3C)c2)cc1 (centres undefined)
    1% | ? | ?
CCc1ccccc1NC(=O)Cn1nnc2sc3c(c2c1=O)CCC(C(C)(C)C)C3 (centres undefined)
    0% | 16µM* | 15µM*
Cc1c(Cl)cccc1NC(=O)C1CC(=O)N(C2CCCC2)C1 (centres undefined)
    . | 0% | -7%
O=C(Cn1ncc2c([nH]c3ccccc32)c1=O)N1CCN(c2ccc(F)cc2)CC1
    6% | -15% | 21%
CCCC(=O)Nc1sc(Cc2ccccc2)c(C)c1C(N)=O
    1% | ? | 23µM*

# Screening data deposited in PubChem BioAssay by National Center for Advancing Translational Sciences (NCATS).

# No enrichment for hits. Share with any hit: about 18%.
